Source: PubChem BioAssay
NCI-60 one-dose screen, 48 h, at 10 µM unless noted. Numbers give growth in % (100 = growth as untreated, 0 = no growth, -100 = all killed).
NCI-H460: NCI-H460 lung cancer; 82,000 tested, 6.8% active; AID 1794736
NCI-H23: NCI-H23 lung cancer | 80,000 tested, 4% active
NCI-H226: NCI-H226 lung cancer. 79,000 tested, 3.5% active. AID 1794732
HCT-15: HCT-15 colon cancer | 82,000 tested, 5.2% active
NCI-H322M: NCI-H322M lung cancer | 80,000 tested, 2.7% active | AID 1794733
SW-620: SW-620 colon cancer; 82,000 tested, 5.2% active
HT29: HT29 colon cancer | 81,000 tested, 7.4% active | AID 1794748
NCI-H522: NCI-H522 lung cancer; 78,000 tested, 8% active
COLO 205: COLO 205 colon cancer; 79,000 tested, 7.3% active
The depositor's hits bear a star; · = not tested or not shown; & = joins results of further samples; [ ] = dose if it differs, or a comment. Rule for the calls: active = growth percent below 10; inactive = the rest. Not a hit list. About 12% of those tested had a hit in this group.

1) COc1c2c(c(OC)c3c1OC(=O)CC3c1coc3ccccc3c1=O)OCO2 (stereo unspecified)
2) O=C(SC1=NCCS1)SC1=NCCS1
3) CCOC(=O)C1[C@@H]2C(=O)N(c3ccc(C)cc3)C(=O)[C@@H]2[C@H](c2cn(-c3ccccc3)nc2-c2ccccc2)N1Cc1ccccc1 (stereo partly specified)
4) N#Cc1c(-c2ccc(Cl)cc2)nc2c(-c3ccccc3)c(Nc3ccccc3)nn2c1N
5) COc1ccc(-c2nc3ccccc3c(=O)n2-c2ccc(NS(=O)(=O)C3C(=O)ON=[N+]3c3ccc(C)cc3)cc2)cc1 (stereo unspecified)
6) CCN(C(C)=O)c1ccccc1
7) COC(=O)C1OC2(CCCCC2)OC1C(=O)OC (stereo unspecified)
8) CCOC(=O)c1[nH]c(C)c(/C=N/NC(N)=O)c1C
compound no.,1,2,3,4,5,6,7,8
NCI-H226,92,·,85,42,91,113,101,101
NCI-H23,93,103,103,·,106,101,107,105
NCI-H322M,93,119,107,64,99,121,109,92
NCI-H522,92,104,81,72,·,96,97,98
HCT-15,102,108,94,67,106,121,96,110
COLO 205,111,112,120,57,109,112,112,101
NCI-H460,106,122,96,-8.9*,100,107,111,110
SW-620,102,115,100,41,100,108,106,107
HT29,101,99,98,63,114,103,112,99

9) CCOC(=O)c1c(NC(=O)c2ccc(C(F)(F)F)cc2)sc2c3c(ccc12)OCN(C)C3
10) Nc1ccc(C(=O)NCC(=O)O)cc1
11) O=[N+]([O-])c1ccc(OCCBr)cc1
12) O=C1c2ccccc2C(=O)c2c(NCCN=Cc3ccccc3O)cccc21
13) CCN(CC)C(=O)CCCCCCCC(=O)N(CC)CC
14) COc1ccc(C2CC(c3cc(OC)c(OC)c(OC)c3)=NO2)cc1OCCCCOc1cc2c(cc1OC)C(=O)N1CCC[C@H]1C=N2 (stereo partly specified)
15) COc1ccc(/C=C2/N=C(C)OC2=O)cc1OC
16) COc1cc(C(=O)C[n+]2cccc3cc[nH]c32)cc(OC)c1OC
compound no.,9,10,11,12,13,14,15,16
NCI-H226,97,102&98&103,105,56,·,-0.7*,107,97
NCI-H23,86,101&87&88,114,67,96,-16*,104,94
NCI-H322M,73,99&103&107,107,68,106,17,91,93
NCI-H522,-60*,97&88&97,·,58,96,-32*,98,89
HCT-15,-38*,102&99&102,95,41,108,40,111,102
COLO 205,-22*,107&108,126,42,107,-33*,120,112
NCI-H460,-18*,108&98&110,107,21,103,-15*,111,119
SW-620,-52*,105&103&106,105,35,105,-22*,108,·
HT29,-81*,100&107&90,100,32,110,-14*,99,103

17) Cc1ccc(S(=O)(=O)c2nc(-c3ccccc3)oc2SCc2ccccc2)cc1
18) O=C(O)C1=CC2C=C(Cl)C=CC2OC1=O (stereo unspecified)
19) S=C(S)Oc1cccc2cccnc12
20) COc1ccc(C2(Cl)c3ccccc3N(c3ccccc3)c3ccccc32)cc1
21) C=CCn1c(SCC(=O)Nc2cccc(C(=O)/C=C/c3ccccc3)c2)nc2ccccc2c1=O
22) CC/C(=C(\c1ccc(OCCN2CCCCCC2)cc1)c1ccc(OC(=O)Cc2ccccc2)cc1)c1ccc(Cl)cc1
23) COc1cc(CNC2=NCCC2)cc(OC)c1OC
24) COc1cc(Nc2ncccc2NC(=O)c2cn(Cc3cccc(Oc4ccccc4)c3)nn2)cc(OC)c1OC
compound no.,17,18,19,20,21,22,23,24
NCI-H226,97,98,102,-28*,78,99,91,83
NCI-H23,85,99,106,-15*,77,98,82,85
NCI-H322M,99,106,95,10.0*,91,80,102,95
NCI-H522,51,104,89,-3.2*,86,97,94,83
HCT-15,88,103,105,8.5*,58,96,102,71
COLO 205,99,103,111,-43*,120,110,86,88
NCI-H460,102,109,107,-55*,92,103,100,102
SW-620,103,102,105,0.5*,12,93,90,85
HT29,76,107,98,3.7*,15,98,105,93

25) Cc1cc(=O)n2c(C(=O)N/N=C/c3ccccn3)nn(-c3ccc(S(N)(=O)=O)cc3)c2n1
26) CCN(CC)c1ccc(CN(C)Cc2ccc(Br)cc2)cc1
27) O=C(CSc1nc2ccccc2c(=O)n1-c1ccccc1)Nc1ccc(C(=O)/C=C/c2ccc([N+](=O)[O-])cc2)cc1
28) O=C1CC(c2nc3ccccc3n2Cc2ccc(Cl)cc2)CN1c1ccc(F)cc1 (stereo unspecified)
29) FC(F)(F)c1ccc(-c2cnc(-c3nn[nH]n3)nc2NC2CCCCCC2)cc1
30) CN1C(=O)/C(=C/c2ccco2)S/C1=N/c1nccs1
31) Oc1ccc(Cl)cc1C(c1cc(Cl)ccc1O)C(Cl)(Cl)Cl
32) Cn1cc2c(c1-c1ccccc1)CCc1cnoc1-2
compound no.,25,26,27,28,29,30,31,32
NCI-H226,98,90,·,91,71[50 µM],113,23,96
NCI-H23,100,86,99,99,66[50 µM],97,-25*,97
NCI-H322M,98,103,94,101,51[50 µM],94,28,188
NCI-H522,91,92,84,77,·,100,·,89
HCT-15,103,89,84,90,39[50 µM],94,3.9*,86
COLO 205,119,99,106,105,95[50 µM],121,49,165
NCI-H460,103,99,101,99,35[50 µM],103,-12*,102
SW-620,97,90,102,98,41[50 µM],106,4.6*,110
HT29,105,85,97,97,67[50 µM],103,4.0*,103

33) COc1ccc(NC(=O)CSc2oc(-c3ccccc3)nc2S(=O)(=O)c2ccc(Br)cc2)c(OC)c1
34) CC(=O)c1ccc(NS(=O)(=O)c2c(O)c3cc(Cl)ccc3oc2=O)cc1
35) COc1ccc(-c2nn(-c3ccccc3)cc2C2Nc3ccccc3S2)cc1 (stereo unspecified)
36) COc1ccc(-c2nn(-c3cccc(NC(=O)c4cccc(C(F)(F)F)c4)c3)cc2-c2ccncc2)cc1Cl
37) N#Cc1ccc(Cn2c(-c3cscn3)nc3c(Cl)cccc32)cc1
38) Nc1ccc(S(=O)(=O)c2ccc(Br)cc2)cc1
39) CC(C)(O)c1cncc(-c2ccc3ncnc(NCc4ccccc4)c3c2)c1
40) Cc1cc2c(cc1C)[n+](=O)c(C(=O)c1ccccc1)c(C(F)F)n2[O-]
compound no.,33,34,35,36,37,38,39,40
NCI-H226,42,105,86,52,82,92,75,92
NCI-H23,94,101,89,52,78,95,71,80
NCI-H322M,97,99,87,47,88,93,102,66
NCI-H522,60,86,69,-20*,51,92,·,43
HCT-15,83,103,87,27,82,105,103,45
COLO 205,103,112,101,17,105,107,113,92
NCI-H460,79,106,85,8.2*,98,104,98,55
SW-620,94,96,91,36,92,100,99,74
HT29,83,104,91,8.2*,66,113,97,87

41) CC1=Nc2ccccc2C1(C)C
42) COc1cc2c(cc1O)c(=O)n(CCN(C)C)c1c3cc4c(cc3ncc21)OCO4
43) Clc1ccc2c(NCCN3CCN(c4ccnc(N5CCCC5)n4)CC3)ccnc2c1
44) O=[N+]([O-])c1cc([N+](=O)[O-])c2ccc(S(=O)(=O)O)cc2c1O
45) N#CC(C#N)=CNCC1CC1
46) O=c1c(-c2nc3ccccc3s2)cc2c(n1NS(=O)(=O)c1ccccc1)CCCCCC2
47) Cc1cc(O)c(=O)cc2c1C[C@H]1CC(C)(C)/C=C/C[C@]3(C)Oc4cc(=O)c(O)cc(C)c4C[C@H]3C[C@H](O)[C@@]1(C)O2
48) COc1ccccc1Nc1ccc2c(O)cc(S(=O)(=O)O)cc2c1
compound no.,41,42,43,44,45,46,47,48
NCI-H226,109,-49*,80,102,104,88,15&12,107
NCI-H23,107,-19*,57,100,97,99,-11*,98
NCI-H322M,93,-5.9*,44,114,105,103,16&24,120
NCI-H522,76,-37*,45,112,·,95,-27*,·
HCT-15,103,2.8*,0.3*,108,102,101,19&17,112
COLO 205,106,46,-47*,107,106,110,-10*,95
NCI-H460,95,-15*,17,116,102,109,0.1*,111
SW-620,98,2.0*,13,110,109,96,15&14,102
HT29,88,8.1*,6.8*,102,107,105,8.8*,110

12 consecutive compounds out of the list so far, for reference:
36) COc1ccc(-c2nn(-c3cccc(NC(=O)c4cccc(C(F)(F)F)c4)c3)cc2-c2ccncc2)cc1Cl
37) N#Cc1ccc(Cn2c(-c3cscn3)nc3c(Cl)cccc32)cc1
38) Nc1ccc(S(=O)(=O)c2ccc(Br)cc2)cc1
39) CC(C)(O)c1cncc(-c2ccc3ncnc(NCc4ccccc4)c3c2)c1
40) Cc1cc2c(cc1C)[n+](=O)c(C(=O)c1ccccc1)c(C(F)F)n2[O-]
41) CC1=Nc2ccccc2C1(C)C
42) COc1cc2c(cc1O)c(=O)n(CCN(C)C)c1c3cc4c(cc3ncc21)OCO4
43) Clc1ccc2c(NCCN3CCN(c4ccnc(N5CCCC5)n4)CC3)ccnc2c1
44) O=[N+]([O-])c1cc([N+](=O)[O-])c2ccc(S(=O)(=O)O)cc2c1O
45) N#CC(C#N)=CNCC1CC1
compound no.,36,37,38,39,40,41,42,43,44,45
NCI-H226,52,82,92,75,92,109,-49*,80,102,104
NCI-H23,52,78,95,71,80,107,-19*,57,100,97
NCI-H322M,47,88,93,102,66,93,-5.9*,44,114,105
NCI-H522,-20*,51,92,·,43,76,-37*,45,112,·
HCT-15,27,82,105,103,45,103,2.8*,0.3*,108,102
COLO 205,17,105,107,113,92,106,46,-47*,107,106
NCI-H460,8.2*,98,104,98,55,95,-15*,17,116,102
SW-620,36,92,100,99,74,98,2.0*,13,110,109
HT29,8.2*,66,113,97,87,88,8.1*,6.8*,102,107

46) O=c1c(-c2nc3ccccc3s2)cc2c(n1NS(=O)(=O)c1ccccc1)CCCCCC2
47) Cc1cc(O)c(=O)cc2c1C[C@H]1CC(C)(C)/C=C/C[C@]3(C)Oc4cc(=O)c(O)cc(C)c4C[C@H]3C[C@H](O)[C@@]1(C)O2
compound no.,46,47
NCI-H226,88,15&12
NCI-H23,99,-11*
NCI-H322M,103,16&24
NCI-H522,95,-27*
HCT-15,101,19&17
COLO 205,110,-10*
NCI-H460,109,0.1*
SW-620,96,15&14
HT29,105,8.8*

Next records:
49) Cc1c(-c2cnc3ccc(Br)cc3c2C(=O)O)nnn1-c1ccc([N+](=O)[O-])cc1
50) CCCCCCCOc1ccc(S(=O)(=O)Nc2ccccc2N)cc1
51) COC(=O)c1ccc(Cl)cc1
52) C/C(=N/NC(=O)Cn1c2ccccc2c2ccncc21)c1cccs1
53) CCN(CC)CCC(=O)c1cccc2ccccc12
54) CC[N+]1(CC)CC[N+](CC)(CC)CC1
55) N=C(N)c1ccc(-c2ccc(F)cc2)cn1
56) CCOC(=O)C1CC2OC2CC1C(=O)OCC (stereo unspecified)
compound no.,49,50,51,52,53,54,55,56
NCI-H226,102,84,97,89,104,97,93,108
NCI-H23,105,90,96,98,95,·,105,107
NCI-H322M,104,100,104,109,103,·,95,112
NCI-H522,91,78,94,86,10.0*,98,98,94
HCT-15,107,100,107,100,102,100,102,120
COLO 205,99,118,103,105,124,114,103,116
NCI-H460,104,104,100,95,110,107,101,118
SW-620,101,107,97,103,104,114,98,118
HT29,101,99,102,89,110,112,101,102

57) CCC1Cc2ccc(OCCN(C)C)cc2C1=O (stereo unspecified)
58) Nc1nnc(CSCc2ccc(F)cc2)s1
59) O=C(O)Cc1ccc2c3c(cccc13)CC2
60) S=c1[nH]c2c(-c3ccccc3)cccc2s1
compound no.,57,58,59,60
NCI-H226,102,112,87,99
NCI-H23,105,99,95,106
NCI-H322M,106,95,94,126
NCI-H522,82,95,90,·
HCT-15,108,105,99,104
COLO 205,110,114,101,109
NCI-H460,107,104,95,108
SW-620,105,108,88,108
HT29,88,103,106,107
